# Assay outcomes from PubChem.
# L3MBTL1 inh: L3MBTL1 (human) inhibition; 230,000 compounds, 0.66% hits; Potency, µM (series often up to 57.1 µM), for the others: at the highest dose activity, negative = inhibition, actives largely listed as inhibitors; AlphaScreen L3MBTL1–H3K9me1 peptide binding; AID 485360; also: % is scaled to controls: 0 for no effect and ±100 for the full control effect; nearly all actives have a fitted effect of over 60% in size
#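 L3MBTL1 50 nM + b-AHA-H3(1-15)K9me1 75 nM, 30 min RT; compound added, 30 min RT; streptavidin donor/Ni-chelate acceptor beads 10 ug/mL each final, 30 min RT dark; AlphaScreen read.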
# Tau fibril FP: tau fibrillization inhibition (FP); Potency, µM (doses to about 57.7 µM), for inactives: at the highest dose activity, negative = inhibition, actives largely listed as inhibitors; 280,000 compounds, 0.39% hits; K18 P301L tau heparin fibrillization, Alexa594 FP, 6 h; AID 1468; also: % is scaled to controls: 0 for no effect and ±100 for the full control effect; nearly all actives have a fitted effect of over 55% in size
#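 K18 P301L tau (15 uM unlabeled/0.24 uM Alexa 594-labeled, final) + compound + heparin 20 uM final; 100 mM NaOAc pH 7; 6 hr 37 C; ThT 30 uM final added, 1 hr RT; FP ex 555/em 632 nm.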
# TexasRed fluor: Texas Red fluorescence interference in TRb-SRC2 counter-screen; TRb/SRC2 Texas Red total fluorescence interference; Potency, µM (titrated, usually from 106 µM), inactives show at the top dose fluorescence change, negative = quenching; 280,000 compounds, 0.29% hits; AID 1479; active = well fitted curve in either direction with a large enough effect; inconclusive = small, poorly fitted or top-dose-only effect; also: % is scaled to controls: 0 for no effect and ±100 for the full control effect
#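 Flags fluorescent or light-absorbing compounds by total fluorescence, S + 2P, at 555 nm excitation and 632 nm emission. Mixture: 20 nM Texas Red SRC2 peptide, 0.6 uM human TRb LBD, 1 uM T3, 5% DMSO; compound exposure 5 h at ambient temperature.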
# HTT ATP protect: protects HTT-Q103 PC12 cells, measured by ATP. 230,000 compounds, 0.14% hits. PC12 HTT-Q103 induced, cytoprotection, ATP luminescence, 40 h. Potency, µM (highest dose often 56.4 µM), for the others: cytoprotection (ATP increase), most hits filed as activators;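 also: % of control where 0% means no effect; nearly all actives have a fitted effect of over 45% in size; toxic huntingtin expression switched on by the ecdysone agonist tebufenozide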
#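 Compounds were screened for protection of PC12 cells against cell death after tebufenozide induction (100 nM final) of mutant Huntingtin exon 1 (Q103) fused to GFP.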
# Tau fluor cs: counter-screen for tau fibril formation inhibitors. tau K18 P301L Alexa594 fluorescence, heparin fibrillization. 280,000 compounds, 0.93% hits. AID 1463. Potency, µM (series often up to 57.7 µM), without a hit: at the highest dose activity change, negative = decrease; also: % is scaled to controls: 0 for no effect and ±100 for the full control effect; nearly all actives have a fitted effect of over 55% in size
#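 Human K18 P301L tau (15 uM unlabeled plus 0.24 uM Alexa 594-labeled, final) in 100 mM sodium acetate pH 7 was mixed with compound and 20 uM heparin and incubated 6 hr at 37 C.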
# Tau ThT inhib: inhibitors of human tau fibril formation, thioflavin T binding | recombinant tau K18 P301L (four-repeat tau fragment), heparin-induced fibrillization, ThT fluorescence | AID 1460 | Potency, µM (titrated, usually from 57.4 µM), without a hit: top-dose activity, negative = inhibition, hits mostly inhibitors | P10636 | 270,000 compounds, 2.1% hits; also: % is scaled to controls: 0 for no effect and ±100 for the full control effect; nearly all actives have a fitted effect of over 55% in size
#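 Aggregation was driven by heparin (20 uM final) acting on recombinant tau […] bearing P301L in 100 mM sodium acetate pH 7; fibrils were detected with Thioflavin T.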
# TRb-SRC2 inh: disrupts binding of human TR beta to SRC2. Potency, µM (series often up to 106 µM), inactives show at the top dose activity change, negative = inhibition, hits mostly inhibitors. AID 1469. TRbeta-SRC2 peptide binding, fluorescence polarization; receptor liganded with 1 µM T3. 280,000 compounds, 0.065% hits;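 also: plate controls were bound peptide for no effect and peptide without receptor for full effect; nearly all actives have a fitted effect of over 50% in size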
# Target sequence (P10828 whole entry, looked up): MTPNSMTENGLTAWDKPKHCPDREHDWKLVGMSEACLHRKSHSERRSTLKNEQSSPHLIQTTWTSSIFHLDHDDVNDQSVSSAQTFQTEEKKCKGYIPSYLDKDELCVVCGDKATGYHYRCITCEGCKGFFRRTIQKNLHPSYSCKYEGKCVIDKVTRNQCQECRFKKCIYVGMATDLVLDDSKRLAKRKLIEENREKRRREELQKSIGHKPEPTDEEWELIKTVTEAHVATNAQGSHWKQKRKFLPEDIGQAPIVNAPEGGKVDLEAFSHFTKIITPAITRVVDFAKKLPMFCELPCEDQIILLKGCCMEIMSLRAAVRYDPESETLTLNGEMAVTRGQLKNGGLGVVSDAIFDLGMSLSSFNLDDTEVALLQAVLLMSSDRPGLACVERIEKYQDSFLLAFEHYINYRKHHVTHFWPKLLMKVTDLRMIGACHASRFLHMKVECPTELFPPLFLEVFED
#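 Compounds were added to 0.6 uM TRb ligand-binding domain and 20 nM Texas Red-labeled SRC2 peptide in Tris buffer containing 1 uM T3, incubated 5 hr at ambient temperature, then read by fluorescence polarization.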
# RECQ1 inh: RECQ1 (human) helicase inhibition; 240,000 compounds, 0.54% hits; RECQ1 DNA unwinding, red fluorescence kinetic read; Potency, µM (highest dose often 57.3 µM), for inactives: at the top dose activity, negative = inhibition, usual class: inhibitors;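 also: plate controls were vehicle for no effect and no enzyme for full effect; nearly all actives have a fitted effect of over 30% in size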
# Target sequence (P46063 whole entry, looked up): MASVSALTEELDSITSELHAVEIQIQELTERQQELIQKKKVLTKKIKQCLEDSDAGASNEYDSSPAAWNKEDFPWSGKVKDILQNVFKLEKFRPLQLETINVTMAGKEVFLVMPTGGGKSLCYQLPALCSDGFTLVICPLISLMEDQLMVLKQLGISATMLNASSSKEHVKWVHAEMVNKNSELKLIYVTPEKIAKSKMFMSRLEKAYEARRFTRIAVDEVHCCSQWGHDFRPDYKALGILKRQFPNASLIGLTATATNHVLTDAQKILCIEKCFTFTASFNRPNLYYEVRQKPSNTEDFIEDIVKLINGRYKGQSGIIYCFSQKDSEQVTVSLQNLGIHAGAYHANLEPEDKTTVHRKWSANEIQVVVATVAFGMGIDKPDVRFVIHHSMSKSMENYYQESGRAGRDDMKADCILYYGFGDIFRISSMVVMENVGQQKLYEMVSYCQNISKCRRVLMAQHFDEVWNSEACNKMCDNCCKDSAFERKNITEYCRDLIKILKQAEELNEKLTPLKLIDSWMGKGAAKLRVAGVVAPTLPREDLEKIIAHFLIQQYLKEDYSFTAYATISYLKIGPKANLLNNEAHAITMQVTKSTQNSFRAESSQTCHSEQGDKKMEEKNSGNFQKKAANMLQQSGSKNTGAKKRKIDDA
#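 50 nM RECQ1T1 preincubated 15 min with compound in Tris pH 8.0 buffer with MgCl2, DTT, Tween-20 and 2.5 ug/ml poly(dI-dC); started with 200 nM TAMRA/BHQ-2 forked duplex and 2 mM ATP. Unwinding read as fluorescence (525/598 nm), two reads 2 h apart.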
# An asterisk follows results filed as active; i = inactive; ? = inconclusive; · = not tested or not shown; [ ] = dose if it differs, or a comment. Unless noted, calls follow the shape of the dose curve; as a rule, active = well fitted curve in the direction sought with a large enough effect; inconclusive = small, poorly fitted or top-dose-only effect, or another doubt; inactive = no such curve, though single readings can be large; an effect the other way counts as inactive or inconclusive. Potency is read from the fitted curve at half-maximal effect.
structure	L3MBTL1 inh	Tau fibril FP	TexasRed fluor	HTT ATP protect	Tau fluor cs	Tau ThT inhib	TRb-SRC2 inh	RECQ1 inh
COc1ccccc1Cn1nnc2c(=O)[nH]c(C3CCN(C(=O)c4ccc(C)cc4)CC3)nc21	-4%	3%	1%	1%	-5%	-11%	2%	-6%
Cc1cc(C)cc(OCC(=O)NNC(=O)c2cc(C)[nH]n2)c1	1%	-11%	-6%	-2%	-3%	-1%	6%	1%
COc1cc(N2C(=O)c3ccccc3C2=O)c(Cl)cc1C(=O)OCC(=O)N(C)C	1%[11.4 µM]	-1%	-4%	-19%	2%	-3%	-3%	i
CC(C)CC(=O)Nc1cccc(NC(=O)CC(C)C)n1	-6%	-7%	-5%	-4%[10 µM]	-3%	-1%	-2%	-8%
COc1ccc2c(CSc3nc4nc(C)cc(C)n4n3)cc(=O)oc2c1	-14%	4%	-1%	-20%[10 µM]	-7%	-11%	0%	-19%
CCNS(=O)(=O)c1ccc2c(c1)n(C)c(=O)n2C	·	-8%	-1%	16%	-12%	-10%	-5%	-8%
CCOc1ccccc1CN1CCN(Cc2cccc3nonc23)CC1CCO (stereo unspecified)	-6%	6%	-4%	13%[10 µM]	-5%	-9%	-3%	10%
CCOc1ccc(C(=O)NCC(=O)N2CCc3ccccc3C2)cc1OCC	·	2%	-1%	-2%	-7%	-8%	0%	i
COc1ccc(/C=N/NC(=O)OC(C)(C)C)cc1OC	-5%	-1%	-3%	11%[10 µM]	-6%	-6%	-1%	-1%
CCOC(=O)N1CCC(N(CCN(C)C)C(=S)Nc2ccccc2Cl)CC1	·	-5%	-4%	-14%	-12%	-1%	-5%	-4%
Cc1cc(C)cc(-n2c(C)cc(/C=N/NC(=O)CN(c3c(C)cccc3C)S(C)(=O)=O)c2C)c1	·	-8%	-4%	-4%	-21%	-18%	-14%	i
CC(C)(C)C1CCc2c(sc(NC(=O)C3c4ccccc4Oc4ccccc43)c2C(N)=O)C1 (stereo unspecified)	·	?	-1%	·	-11%	7%	0%	·
CCOc1ccc2cc(-c3nnc(Nc4ccccc4F)s3)c(=O)oc2c1	·	-8%	-18%	·	-15%	?	-4%	·
O=C(NC(=S)Nc1ccc(S(=O)(=O)N2CCCCCC2)cc1)c1cccs1	2%	-12%	0%	15%[10 µM]	-15%	-2%	-11%	-13%
COc1cc(/C=C(\C#N)c2ccccn2)ccc1OCC(=O)Nc1ccc(Br)cc1	7%	-1%	0%	-57%[inhibitor][10 µM]	-6%	?	-6%	i

# Remaining list, next part
structure	L3MBTL1 inh	Tau fibril FP	TexasRed fluor	HTT ATP protect	Tau fluor cs	Tau ThT inhib	TRb-SRC2 inh	RECQ1 inh
CCCn1nnnc1SCC(=O)Nc1sc(C)c(C)c1C#N	·	0%	-2%	-9%[10 µM]	?	?	5%	-8%
Cc1cccc(CC2S/C(=N/c3cccc(C)n3)NC2=O)c1 (stereo unspecified)	3%	-15%	2%	39%[10 µM]	-9%	-8%	4%	-4%
CCOc1ccc(S(=O)(=O)Nc2ccc3oc(C)c(C(=O)OCCOC)c3c2)cc1	·	2%	-2%	·	-30%	-12%	-1%	·
COC(=O)C1C(C(C)C)N(c2ccccc2)OC1(C)O (stereo unspecified)	-1%	-3%	-2%	-6%	-5%	-10%	-1%	8%
Cc1ccc(S(=O)(=O)N2CCCc3cc(NC(=O)c4c(F)cccc4F)ccc32)cc1	·	-10%	-1%	·	-23%	8%	-1%	·
Cc1ccnc(NS(=O)(=O)c2ccc(NC(=O)c3ccc(N4C(=O)CCC4=O)cc3)cc2)n1	-10%	3%	1%	15%[10 µM]	6%	4%	0%	-3%
CCOC(=O)N1CCN(Cc2nc3cc(NC(=O)c4ccc(OC)cc4)ccc3n2C(C)C)CC1	·	-1%	5%	·	-13%	-9%	1%	·
CCN(CC)C(=O)CN(Cc1ccccc1)S(=O)(=O)c1ccc(F)cc1	·	-1%	-3%	-22%	-3%	-2%	0%	i
COc1ccc(C(=O)C2CCCN(C(=O)c3noc4c3CCCC4)C2)cc1F (stereo unspecified)	-4%	6%	-2%	-8%[10 µM]	-9%	-5%	-6%	-10%
Cc1cc(C)n(C(C)CC(=O)Nc2cccc(C#N)c2)n1 (stereo unspecified)	·	5%	-6%	·	5%	1%	-1%	·
CS(=O)(=O)c1ccc2nc(NC(=O)C3C4C=CC(C4)C3C(=O)O)sc2c1 (stereo unspecified)	-11%	8%	1%	-9%[10 µM]	2%	-10%	0%	-1%
CCCCn1c(=O)[nH]c(=O)c2c1nc(-c1ccc(-c3ccc(F)cc3)o1)n2C	·	6%	0%	-11%[10 µM]	-3%	-7%	-5%	2%
COc1ccc(NC(=O)C2CC(=O)NC(Nc3cccc(C)c3)=N2)cc1 (stereo unspecified)	·	0%	-6%	10%	-2%	-3%	0%	i
CCc1ccccc1NC(=O)c1ccc(CN2CCC(Cc3ccccc3)CC2)cc1	-3%	-5%	2%	-76%[inhibitor]	-8%	-1%	5%	-16%
COc1ccc(N(CC(O)Cn2c(C)nc3ccccc32)S(=O)(=O)c2ccccc2)cc1 (stereo unspecified)	4%	-1%	4%	-37%[10 µM]	4%	6%	6%	3%

# Other compounds:
structure	L3MBTL1 inh	Tau fibril FP	TexasRed fluor	HTT ATP protect	Tau fluor cs	Tau ThT inhib	TRb-SRC2 inh	RECQ1 inh
CCOC(=O)c1cnc2nc(NCc3ccc(OCc4ccccc4)cc3)[nH]n2c1=O	·	-6%	1%	-22%	-6%	-15%	-8%	0%
COc1cc(CSc2nnnn2-c2ccc(C)cc2)cc(OC)c1OC	-10%	-8%	-3%	-24%[0.074 µM]	-16%	-13%	-6%	11%
Cc1ccc(-c2onc(C)c2C)cc1S(=O)(=O)N1c2ccccc2CC1C (stereo unspecified)	·	-1%	-2%	·	?	-16%	4%	·
CCOC(=O)C1=C(O)C(=O)N(c2ccccc2)C1c1cccc([N+](=O)[O-])c1 (stereo unspecified)	·	-4%	0%	6%[10 µM]	-24%	·	-4%	23%
Cc1cc(NC(=O)Nc2csc3c2CCCC3)ccc1Br	·	4%	?	·	?	?	1%	·
CCOc1ccc(NC(=O)c2cnn3c2NC(C)=C(C(=O)Nc2ccc(Cl)cc2)C3c2ccc(OC)c(OC)c2)cc1 (stereo unspecified)	·	-7%	3%	·	?	-15%	1%	·
c1ccc(-c2csc3ncnc(NCCN4CCOCC4)c23)cc1	6%	0%	0%	6%	-2%	-13%	1%	-6%
CC(=O)c1ccc(NC(=S)N2c3ccccc3CC2C)cc1 (stereo unspecified)	·	13%	-6%	-15%	-28%	?	0%	-4%
CCn1cc(C(=O)O)c(=O)c2cc(F)c(N3CCN(C(=S)NC(=O)c4cccc(C)c4)CC3)cc21	·	-2%	-7%	17%[10 µM]	1%	·	-1%	-8%
CCCSc1nnc2c(n1)OC(c1ccc(OCC(=O)O)cc1)Nc1ccccc1-2 (stereo unspecified)	·	10%	-1%	·	1%	-7%	1%	·
COc1ccc(/C=C/C(=O)NCCOc2ccc(C)cc2)cc1	5%	-6%	0%	-22%[0.074 µM]	-5%	-11%	3%	-13%
COc1ccc(Cl)cc1S(=O)(=O)N1CCN(C(=O)c2cc(-c3ccc(Br)cc3)n[nH]2)CC1	·	?	7%	·	-26%	-14%	8%	·
Cc1cc(C)n2cc(CSc3ccc(Br)cc3)nc2n1	-20%	-8%	-1%	-7%[10 µM]	-6%	?	6%	6%
Cc1ccc(-c2nc(SCC(=O)NCCN3C(=O)CSC3=O)[nH]c2-c2ccc(C)cc2)cc1	-10%	14%	-2%	-19%	?	?	-12%	-10%
Cc1cc(Oc2ccc(-c3ccccc3)cc2)nc(N2CCOCC2)n1	5%	-1%	2%	5%[0.074 µM]	-2%	-9%	4%	-7%

# Later entries:
structure	L3MBTL1 inh	Tau fibril FP	TexasRed fluor	HTT ATP protect	Tau fluor cs	Tau ThT inhib	TRb-SRC2 inh	RECQ1 inh
COc1ccc(N2CCN(Cc3oc(CO)cc(=O)c3O)CC2)cc1	·	4%	0%	7%	1%	-6%	6%	-9%
NC(=O)Cn1c(=O)oc2ccccc21	3%	6%	-7%	25%[10 µM]	-6%	-12%	2%	2%
CC(C)(C)NC(=O)CCCCCCCC(=O)NC(C)(C)C	12%	-7%	-1%[53 µM]	-14%[10 µM]	-5%	-3%	8%[53 µM]	i
CCOC(=O)Cn1nc(C)n(-c2ccc(F)cc2)c1=O	-5%[11.4 µM]	6%	-5%	-2%	3%	3%	-7%	i
COc1cnc(-c2ccccn2)nc1Oc1cccc(Cl)c1	-18%	3%	-4%	-9%	-9%	-14%	-3%	-7%
COC(=O)NNC(=S)Nc1ccc(Br)cc1	-5%	-9%	-7%	·	-5%	-4%	-8%	i
Cc1ccc(C)c(CN2C(=O)c3ccccc3S(=O)c3ccc(C(=O)NCCc4ccc(Cl)cc4)cc32)c1 (stereo unspecified)	·	-22%	-33%	·	-20%	-11%	0%	·
CCOC(=O)Nc1cc2c(cc1C(C)=O)OCO2	-3%	-6%	-7%	-7%[10 µM]	5%	2%	-7%	4%
CCSc1nc2c(c(=O)[nH]1)C(c1cccnc1)C(C(=O)OC)=C(C)N2 (stereo unspecified)	0%	-2%	3%	-8%	1%	0%	3%	0%
CCC1CCCCN1CCCNC(=O)c1cc2c(=O)[nH]c3ccccc3c2n1C (stereo unspecified)	·	-3%	-1%	-23%	-14%	-11%	-2%	i

# Three entries picked at random from the list so far:
structure	L3MBTL1 inh	Tau fibril FP	TexasRed fluor	HTT ATP protect	Tau fluor cs	Tau ThT inhib	TRb-SRC2 inh	RECQ1 inh
COc1cnc(-c2ccccn2)nc1Oc1cccc(Cl)c1	-18%	3%	-4%	-9%	-9%	-14%	-3%	-7%
CCC1CCCCN1CCCNC(=O)c1cc2c(=O)[nH]c3ccccc3c2n1C (stereo unspecified)	·	-3%	-1%	-23%	-14%	-11%	-2%	i
COC(=O)NNC(=S)Nc1ccc(Br)cc1	-5%	-9%	-7%	·	-5%	-4%	-8%	i

# The list is partial, so the mix of outcomes need not match the whole.
